12-hLO inh: qHTS Assay for Inhibitors of 12-hLO (12-human lipoxygenase); 150,000 tested, 0.12% active; purified 12-hLO, xylenol orange hydroperoxide absorbance; Potency, µM (series often up to 57.1 µM), for the others: at the highest dose activity change, negative = inhibition, hits mostly inhibitors; AID 1452, 2008; Polyunsaturated fatty acid lipoxygenase ALOX12 (Homo sapiens), P18054; also: potency is read from the fitted curve at half-maximal effect; nearly all actives have a fitted effect of over 55% in size; many of its hits are not listed in these tables
Target sequence (P18054 whole entry, looked up): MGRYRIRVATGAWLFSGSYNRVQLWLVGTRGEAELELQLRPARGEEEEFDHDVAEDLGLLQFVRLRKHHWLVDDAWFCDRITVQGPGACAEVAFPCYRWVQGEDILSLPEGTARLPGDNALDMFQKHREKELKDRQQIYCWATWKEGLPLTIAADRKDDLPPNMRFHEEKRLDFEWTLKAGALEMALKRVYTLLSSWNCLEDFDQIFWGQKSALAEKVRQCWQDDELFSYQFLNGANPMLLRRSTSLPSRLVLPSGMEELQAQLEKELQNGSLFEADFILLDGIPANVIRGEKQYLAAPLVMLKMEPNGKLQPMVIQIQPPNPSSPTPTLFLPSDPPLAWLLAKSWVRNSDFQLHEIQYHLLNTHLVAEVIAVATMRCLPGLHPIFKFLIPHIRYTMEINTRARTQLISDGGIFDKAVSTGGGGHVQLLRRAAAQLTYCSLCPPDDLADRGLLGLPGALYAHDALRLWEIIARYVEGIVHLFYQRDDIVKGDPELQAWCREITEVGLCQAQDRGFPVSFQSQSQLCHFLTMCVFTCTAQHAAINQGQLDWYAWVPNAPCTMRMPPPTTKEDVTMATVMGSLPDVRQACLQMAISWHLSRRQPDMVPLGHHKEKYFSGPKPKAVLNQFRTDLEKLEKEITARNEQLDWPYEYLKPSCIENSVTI
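150 nM 12hLO, 25 mM Hepes pH 7.0 + 0.01% Triton X-100; cpd preinc 15 min RT; 40 uM arachidonic acid, 30 min RT; Fe-XO 30 min; A573/A405 ratio as read-out.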
15-hLO-2 inh: qHTS Assay for Inhibitors of 15-hLO-2 (15-human lipoxygenase 2). purified 15hLO-2, xylenol orange hydroperoxide absorbance. Potency, µM (titrated, usually from 57.1 µM), for the others: at the highest dose activity change, negative = inhibition, actives largely listed as inhibitors. 110,000 tested, 0.56% active. AID 881, 2007; also: potency is read from the fitted curve at half-maximal effect; nearly all actives have a fitted effect of over 60% in size; many of its hits are not listed in these tables
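Read-out: hydroperoxide product oxidises ferrous iron, measured as xylenol orange complex via the 573-to-405 nm absorbance ratio after 30 min. Reaction: 50 nM enzyme, 15 min compound preincubation, 45 uM arachidonic acid, 90 min RT, Hepes pH 7.5 with Triton X-100.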
PNC assembly inh: High Content Assay for Compounds that inhibit the Assembly of the Perinucleolar Compartment | PC3M PTB-GFP, PNC prevalence imaging, 16 h; active compounds read low | activity change (PNC), negative = inhibition, % at 10 µM | 140,000 tested, 3.1% active;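 active = readout at or below -70, meaning at least 70% loss of cells showing the perinucleolar compartment, a nuclear body marking cancer cells; inconclusive = readout between -30 and a set limit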;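 also: plate controls were DMSO wells for no effect and camptothecin positive control wells for full effect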
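PC3M cells stably expressing PTB-GFP, 750–1000 cells/well, treated 16 h at 37 °C with compound (23 nl of library stock), in duplicate. After paraformaldehyde fixation and Hoechst stain, imaged at 20x; PNC prevalence scored by image analysis.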
IMPase cell inh: qHTS Assay for Identifying the Cell-Membrane Permeable IMPase Inhibitors; Inositol monophosphatase 1 (Rattus norvegicus), P97697; CHO-M1 cells, IP1 accumulation, HTRF TR-FRET ratio; inhibition (IP1 accumulation), % at 46.1 µM; 120,000 tested, under 10 active; AID 901, 2007; active = well fitted curve in the direction sought with a large enough effect in the signal ratio, not every such curve was filed as active; inconclusive = small, poorly fitted or top-dose-only effect, or a change in a side signal; inactive = no such curve, though single readings can be large or run the other way; the % refers to the signal ratio;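 also: cells stimulated with carbachol in lithium chloride buffer; plate controls were DMSO basal wells for no effect and reference inhibitor wells for full effect; higher means more IMPase inhibition seen as more IP1 and lower FRET ratio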
Target sequence (P97697 whole entry, looked up): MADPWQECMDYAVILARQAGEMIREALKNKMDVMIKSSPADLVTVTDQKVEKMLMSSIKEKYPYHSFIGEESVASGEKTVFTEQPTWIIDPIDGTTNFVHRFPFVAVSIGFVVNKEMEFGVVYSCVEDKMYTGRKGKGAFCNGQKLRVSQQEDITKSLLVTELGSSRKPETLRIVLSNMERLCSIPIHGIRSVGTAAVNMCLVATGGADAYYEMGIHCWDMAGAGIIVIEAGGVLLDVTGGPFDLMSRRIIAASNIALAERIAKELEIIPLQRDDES
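In this qHTS, compounds (final up to 46 uM) act on CHO-M1 cells that are then activated through the M1 receptor with carbachol, in pH 7.4 buffer containing 50 mM LiCl, for 30 min. IP1 accumulation is quantified by the IP-One immunoassay.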
Numbers without * were called inactive; ? = inconclusive; / = not tested or not shown; [ ] = dose if it differs, or a comment. Unless noted, calls follow the shape of the dose curve; as a rule, active = well fitted curve in the direction sought with a large enough effect; inconclusive = small, poorly fitted or top-dose-only effect, or another doubt; inactive = no such curve, though single readings can be large; an effect the other way counts as inactive or inconclusive. Unless noted, % is scaled to controls: 0 for no effect and ±100 for the full control effect.

PNC assembly inh,12-hLO inh,IMPase cell inh,15-hLO-2 inh,canonical_smiles
28,-4%,2,16%,COc1ccc(-c2[nH]nc3c2C(c2ccc(OC(=O)N4CCOCC4)cc2)C(C#N)=C(N)O3)cc1 (stereo not drawn)
/,-2%,/,-2%,O=C1c2c(O)ccc([N+](=O)[O-])c2C(=O)c2c([N+](=O)[O-])ccc(O)c21
20,5%,9,6%,O=C(O)CSc1nnc(-c2ccncc2)n1Cc1ccccc1
9,3%,0,/,COc1nc(OC)nc(N2CCCCCC2)n1
-11,-6%,7,-7%,CN1C(=O)C(CC(=O)Nc2ccc(F)cc2)N(CCCc2ccccc2)C1=S (stereo not drawn)
28,-3%,0,0%,O=C(NC1CCCCC1)NC1(C(=O)NCCCN2CCOCC2)CCCCC1
-15,1%,?,-9%,COc1cc2oc(=O)c(Br)c(C)c2c(OC)c1OC
15,-1%,-2,10%,COc1ccccc1N1CC(O)=C(c2nc3ccccc3s2)C1=N
-3,-2%,-17,-17%,N#Cc1c(N)n(CCCN2CCOCC2)c2nc3ccccc3nc12
-17,-1%,9,3%,Cc1cc(C)nc(SCc2ccc3nonc3c2)n1
-29,9%,/,/,Cc1ccc(NC(=O)CCC(=O)NNC(=O)COc2ccccc2)cc1C
76,-3%,3,-19%,Cc1ccc(C)c(N2CCN(C(=O)c3ccc4nc(-c5ccco5)c(-c5ccco5)nc4c3)CC2)c1
?,-3%,6,-4%,COc1ccc(C(=O)SC2=NCCS2)cc1OC
-3,-6%,16,-11%,CC1CC(=O)C2=C(C1)Nc1ccccc1N(C(=O)COc1ccccc1)C2c1ccco1 (stereo not drawn)
?,-4%,-10,6%,O=c1[nH]c(CN2CCN(Cc3ccc4c(c3)OCO4)CC2)nc2sc3c(c12)CCC3
21,0%,4,-9%,COCc1nnc(NC(=O)CCCOc2ccccc2OC)s1
-22,-4%,28,/,Cc1ccc(NC2=C/C(=N\S(=O)(=O)c3cccs3)c3ccccc3C2=O)c(C)c1
-10,2%,/,/,Cc1sc2nc(Cc3ccccc3)[nH]c(=O)c2c1-c1ccccc1
18,-3%,/,/,COc1ccc(C2CC(c3ccccc3)=NN2C(=O)CSc2ncccn2)cc1 (stereo not drawn)
-26,-23%,/,/,COc1ccc(/C(C)=N/Nc2ccc(C(=O)O)cc2)cc1OC
?,0%,?,-6%,Cc1cc(Nc2ccc3c(c2)OCCO3)n2ncnc2n1
15,-1%,-10,-2%,O=C(Nc1nc(-c2ccccc2)cs1)C1CCCO1 (stereo not drawn)
-14,-7%,3,-7%,Cn1c(SCC(=O)NCc2cccs2)nnc1-c1ccco1
?,0%,-2,/,O=C(NCc1nnc(SCc2ccc(C(F)(F)F)cc2)n1-c1ccccc1)C12CC3CC(CC(C3)C1)C2
2,18%,0,-5%,CC1=CC(C)=Nc2ccccc2N1
-12,-1%,/,/,COc1cc(-c2nc3ccc4ccccc4c3c3c2CCC3)ccc1O
28,-5%,-7,2%,OCCSc1nc2ccccc2n1CCOc1ccccc1
12,-1%,-3,?,O=C(c1ccc(F)cc1F)N1CCN(c2ncccn2)CC1
57,-2%,-8,-6%,COc1cc(C2NC(=O)NC(c3ccccc3)=C2C(C)=O)ccc1OCC(=O)O (stereo not drawn)
-29,3%,/,/,O=c1nc(-c2ccccc2)n(-c2ccc(Cl)cc2)[nH]1
48,-3%,9,-8%,O=C(c1ccco1)N1CCN(C(=O)C2c3ccccc3Oc3ccccc32)CC1
-19,5%,2,-2%,CCN1C(=O)NC(c2cccnc2)C(C(=O)OC)=C1C (stereo not drawn)
8,0%,-3,/,Cc1cc(NC(=O)CSc2nc(-c3ccc(Cl)cc3)cs2)no1
-10,-6%,6,-11%,CCCCCCn1c(SCC(=O)OC)nc2c1c(=O)[nH]c(=O)n2C
-6,-7%,?,-1%,O=C(O)C1C2C=CC(C3CC23)C1C(=O)N1CCc2ccccc21 (stereo not drawn)
-9,1%,9,2%,CCn1cc(C(=O)OCC(=O)NCc2ccc3c(c2)OCO3)c(=O)c2ccc(C)nc21
0,-3%,-1,7%,O=C(CN1CCN(c2ccc(F)cc2)CC1)Nc1cc(C(F)(F)F)ccc1Cl
/,-2%[11.4 µM],/,-1%[11.4 µM],N[C@@H](CSCc1ccccc1)C(=O)O
-12,-2%,10,-5%,Cc1ccc(-c2nc3ncccc3o2)cc1NC(=O)c1cc2ccccc2o1
-15,-5%,/,/,COc1ccccc1NS(=O)(=O)c1ccc(C)c(NC(=O)NC2CCCCC2)c1
?,-11%,12,14%,COc1cccc(Nc2nc(-c3sc(N)nc3C)cs2)c1
27,-2%,/,/,O=Cc1ccc(OC2OCCOC2Oc2ccc(C=O)cc2)cc1 (stereo not drawn)
0,1%,0,-4%,Cc1nnc(SCCn2c(N3CCCCCC3)nc3c2c(=O)[nH]c(=O)n3C)s1
0,-4%,5,-6%,CC(C)(C)C(=O)c1cn(CC(=O)NCc2ccc3c(c2)OCO3)c2ccccc12
-19,4%,7,2%,CCN(c1ccccc1)S(=O)(=O)c1ccc(NC(=O)C(C)(C)C)cc1
17,-7%,0,6%,CCOC(=O)c1sc2nc[nH]c(=O)c2c1C
/,3%[11.4 µM],/,-2%[11.4 µM],Cc1cc(Cc2cc(C)c(N)cc2N)c(N)cc1N
10,-1%,2,-1%,COc1ccccc1Nc1ncc(C(C)=O)c(C)n1
51,-2%,-2,-3%,CCOC(=O)c1ccc(CNS(=O)(=O)c2c(C)ccc3nsnc23)o1
-19,8%,/,/,N#C/C(=C/c1ccc(Oc2ccc([N+](=O)[O-])cn2)cc1)C(=O)N1CCOCC1

Remaining list, next part.
PNC assembly inh,12-hLO inh,IMPase cell inh,15-hLO-2 inh,canonical_smiles
19,-3%,0,-7%,CN(N)C(=S)NCc1ccccc1
27,7%,4,-3%,Cc1ccc(C(=O)CCNc2cccc(Br)c2)o1
17,6%,-15,/,CCN1CCN(C(=O)c2ccc3c(c2)N(Cc2ccc(F)cc2)C(=O)c2ccccc2S3=O)CC1 (stereo not drawn)
8,-8%,7,3%,O=C(c1ccccc1)N1CCCCC(S(=O)(=O)c2ccc3ccccc3c2)C1=O (stereo not drawn)
10,-2%,-8,-10%,Cc1oc2c(CN(C)C)c(O)ccc2c(=O)c1-c1cscn1
29,4%,0,5%,COc1ccc(C)cc1NC(=O)C1C2C=CC(C2)C1C(=O)O (stereo not drawn)
/,-2%,/,19%,CCN(CC)CCCCn1c(-c2ccccc2)nc2c(N(CCOC)CCOC)nc(C)nc21
-20,3%,-14,-5%,COc1ccc(CN(CCN2CCOCC2)C(=O)c2c(F)cccc2F)cc1OC
2,1%,10,-3%,Cc1ccccc1NC(=O)COc1nsnc1N1CCOCC1
?,0%,13,/,CCN(CC)c1ccc(C2C3CCCCC3(O)CCN2C(=O)c2cccs2)cc1 (stereo not drawn)
?,?,/,/,CNC(=S)N/N=C/c1cn(Cc2ccc(F)cc2)c2ccccc12
-7,1%,2,-7%,CCCn1c(SCC(=O)c2cc(C)c(C)cc2C)n[nH]c1=O
7,18%,14,22%,CN1CCN(C/C(=C2/N=C(c3ccccc3)OC2=O)N(C)C)CC1
?,4%,-1,/,COCC(O)CSc1c([N+](=O)[O-])nc(C)n1Cc1ccc(OC)c([N+](=O)[O-])c1 (stereo not drawn)
56,2%,8,21%,CCN1CCCC1CNC(=O)c1cn(C)c2ccc(S(=O)(=O)N3CCCCCC3)cc2c1=O (stereo not drawn)
6,-2%,0,-2%,CCCSc1nnc2nc3c(nn12)c1ccccc1n3C
5,-2%,3,7%,CSC1=NCCN1C(=O)c1ccco1
44,6%,5,-2%,O=C(c1cccs1)N1CCN(c2ncccn2)CC1
86,0%,7,7%,Cc1ccc(N(C(=O)c2csnn2)C(C(=O)NC(C)(C)C)c2cccs2)cc1 (stereo not drawn)
?,2%,-13,6%,Cc1cc(C)c2c(N)c(C(=O)NN3CC(=O)N(c4ccccc4F)CC3=O)sc2n1
19,-19%,3,?,COc1cc(C(Nc2ccc3c(c2)OCO3)C(=O)NC2CCCCC2)cc(OC)c1OC (stereo not drawn)
?,-2%,?,6%,CC(C)n1c(SCc2cc(=O)[nH]c3ccccc23)nc2c1c(=O)n(C)c(=O)n2C
/,-1%,/,-4%,C=CCN1CCc2c(cc(O)c(O)c2Cl)C(c2cccc(C)c2)C1 (stereo not drawn)
-14,0%,19,/,COC(=O)C1C(=O)NC(SC)=C(C#N)C1c1ccccc1F (stereo not drawn)
17,-3%,7,9%,Cc1ccccc1N1CCN(Cc2c(C#N)c3ccccc3n2C)CC1

Reprinted from the part before: 6 compounds, followed by the next part.
PNC assembly inh,12-hLO inh,IMPase cell inh,15-hLO-2 inh,canonical_smiles
?,2%,-13,6%,Cc1cc(C)c2c(N)c(C(=O)NN3CC(=O)N(c4ccccc4F)CC3=O)sc2n1
19,-19%,3,?,COc1cc(C(Nc2ccc3c(c2)OCO3)C(=O)NC2CCCCC2)cc(OC)c1OC (stereo not drawn)
?,-2%,?,6%,CC(C)n1c(SCc2cc(=O)[nH]c3ccccc23)nc2c1c(=O)n(C)c(=O)n2C
/,-1%,/,-4%,C=CCN1CCc2c(cc(O)c(O)c2Cl)C(c2cccc(C)c2)C1 (stereo not drawn)
-14,0%,19,/,COC(=O)C1C(=O)NC(SC)=C(C#N)C1c1ccccc1F (stereo not drawn)
17,-3%,7,9%,Cc1ccccc1N1CCN(Cc2c(C#N)c3ccccc3n2C)CC1
-15,0%,?,5%,COc1ccc(C2N(c3cc(C)on3)C(=O)C3CCCN32)cc1OC (stereo not drawn)
-13,1%,11,/,CCN(CC)c1ccc(C=C(c2nnnn2-c2ccc(C)cc2)c2nnnn2-c2ccc(C)cc2)cc1
?,-27%,11,-10%,C=CCOC(=O)C1=C(C)OC(N)=C(C#N)C1c1c(C)nn(-c2ccccc2)c1Cl (stereo not drawn)
-24,-2%,11,4%,CCOC(=O)C(NC(=O)c1ccccc1)(Nc1cc(C)on1)C(F)(F)F (stereo not drawn)
16,-3%,4,-3%,O=C(c1ccc(CS(=O)(=O)Cc2ccc(Cl)cc2)o1)N1CCCC1
19,3%,9,-4%,NC(=O)COC(=O)CNC(=O)c1ccc(Cl)cc1
10,-3%,0,4%,Cc1nc(N)sc1C(=O)Nc1ccccc1
?,-15%,/,/,Cn1c(=O)n(C)c2cc(/C=N/NC(=S)NCc3ccccc3)ccc21
0,2%,4,-7%,O=C(Nc1ccccc1)/C(=C\c1ccc2c(c1)OCO2)NC(=O)c1ccco1
7,-15%,4,13µM*,Cc1ccc2[nH]c(=S)cc(C)c2c1
20,-3%,-16,-4%,COc1ccc2c(=O)c3c(=O)n(Cc4ccco4)c(C4CCCCC4)nc3oc2c1

Some of these compounds in order of formula weight, lowest first.
PNC assembly inh,12-hLO inh,IMPase cell inh,15-hLO-2 inh,canonical_smiles
-12,-2%,10,-5%,Cc1ccc(-c2nc3ncccc3o2)cc1NC(=O)c1cc2ccccc2o1
57,-2%,-8,-6%,COc1cc(C2NC(=O)NC(c3ccccc3)=C2C(C)=O)ccc1OCC(=O)O (stereo not drawn)
-11,-6%,7,-7%,CN1C(=O)C(CC(=O)Nc2ccc(F)cc2)N(CCCc2ccccc2)C1=S (stereo not drawn)

Source: PubChem (National Center for Advancing Translational Sciences (NCATS))

This is a subset; rates above refer to the full screens.
